Source: PubChem BioAssay
All columns: NCI-60 one-dose screen, growth in % after 48 h at 10 µM unless noted; 100 = growth as untreated, 0 = no growth, -100 = all killed.
UACC-257: UACC-257 melanoma. 78,000 compounds, 4.4% hits
SK-MEL-5: SK-MEL-5 melanoma; 80,000 compounds, 6.4% hits
HS 578T: HS 578T breast cancer; 78,000 compounds, 4.1% hits; AID 1794788
LOX IMVI: LOX IMVI melanoma; 79,000 compounds, 7.4% hits
T-47D: T-47D breast cancer. 79,000 compounds, 5% hits. AID 1794792
SK-MEL-28: SK-MEL-28 melanoma; 81,000 compounds, 4.1% hits
MALME-3M: MALME-3M melanoma; 78,000 compounds, 5.8% hits; AID 1794766
SK-MEL-2: SK-MEL-2 melanoma | AID 1794763 | 77,000 compounds, 4.7% hits
* marks the source's active call; other numbers are inactive results; nt = no result given; & = joins results of further samples; ! = not active in a repeat; [ ] = another dose, or the depositor's remark. How the source made its calls: active means growth percent below 10; inactive means the rest. Outcome played no part in choosing rows; any-hit rate near 11%.

A first look (twelve entries):
no.	canonical_smiles	UACC-257	SK-MEL-5	HS 578T	LOX IMVI
1	Cc1cc(C(C)(C)C)cc(C)c1[N+](=O)[O-]	110	102	109	100
2	COc1nccc2c(Sc3ccccc3)nc(N)nc12	111	99	113	107
3	CC(=O)Nc1ccc(OC(C)(C)C)cc1	113	107	103	99
4	C=CC(=O)c1c(C)cc(C)cc1C	67	99	101	98
5	CN(CCN(C)c1ccc(C(=N)N)cc1)c1ccc(C(=N)N)cc1	93	92	108	100
6	CCOC(=O)CC[C@H](N)C(=O)O	97[20 µM]	105[20 µM]	72[20 µM]	101[20 µM]
7	COC(=O)c1cccc(NC2=C(Cl)C(=O)C(C)=C(C)C2=O)c1	108	96	88	69
8	Cc1cc2nc3ccc(=[N+](C)C)cc-3sc2cc1N	61&25	-90*	-0.4*!	-29*
9	CC1=CC(=NN=c2cc(C)n([O-])c(C)c2)C=C(C)[N+]1=O	77	nt	99	42
10	O=[N+]([O-])c1ccc(N2CCN(Cc3ccccc3)CC2)c2c1no[n+]2[O-]	56	38	30	-36*
11	CCN1CCN(c2nc(-c3ccc(Nc4ncnc5cc(Cl)ccc45)cc3)cc(-c3cc(OC)c(OC)c(OC)c3)n2)CC1	111	97	62	86
12	COc1ccc(-c2nn(-c3cccc(Cl)c3)cc2-c2cc(-c3ccccc3)[nH]c(=O)c2C#N)cc1	75	40	23	56

no.	T-47D	SK-MEL-28	MALME-3M	SK-MEL-2
1	108	106	97	117
2	107	106	137	101
3	116	113	83	90
4	nt	107	97	96
5	163	108	58	94
6	102[20 µM]	101[20 µM]	97[20 µM]	102[20 µM]
7	-18*	110	96	98
8	1.2*	-9.8*!	-3.7*	-33*!
9	44	81	106	85
10	57	77	13	65
11	92	91	84	90
12	28	71	25	57

The listing, previewed entries included:
no.	canonical_smiles	UACC-257	SK-MEL-5	HS 578T	LOX IMVI
1	Cc1cc(C(C)(C)C)cc(C)c1[N+](=O)[O-]	110	102	109	100
2	COc1nccc2c(Sc3ccccc3)nc(N)nc12	111	99	113	107
3	CC(=O)Nc1ccc(OC(C)(C)C)cc1	113	107	103	99
4	C=CC(=O)c1c(C)cc(C)cc1C	67	99	101	98
5	CN(CCN(C)c1ccc(C(=N)N)cc1)c1ccc(C(=N)N)cc1	93	92	108	100
6	CCOC(=O)CC[C@H](N)C(=O)O	97[20 µM]	105[20 µM]	72[20 µM]	101[20 µM]
7	COC(=O)c1cccc(NC2=C(Cl)C(=O)C(C)=C(C)C2=O)c1	108	96	88	69
8	Cc1cc2nc3ccc(=[N+](C)C)cc-3sc2cc1N	61&25	-90*	-0.4*!	-29*
9	CC1=CC(=NN=c2cc(C)n([O-])c(C)c2)C=C(C)[N+]1=O	77	nt	99	42
10	O=[N+]([O-])c1ccc(N2CCN(Cc3ccccc3)CC2)c2c1no[n+]2[O-]	56	38	30	-36*
11	CCN1CCN(c2nc(-c3ccc(Nc4ncnc5cc(Cl)ccc45)cc3)cc(-c3cc(OC)c(OC)c(OC)c3)n2)CC1	111	97	62	86
12	COc1ccc(-c2nn(-c3cccc(Cl)c3)cc2-c2cc(-c3ccccc3)[nH]c(=O)c2C#N)cc1	75	40	23	56

no.	T-47D	SK-MEL-28	MALME-3M	SK-MEL-2
1	108	106	97	117
2	107	106	137	101
3	116	113	83	90
4	nt	107	97	96
5	163	108	58	94
6	102[20 µM]	101[20 µM]	97[20 µM]	102[20 µM]
7	-18*	110	96	98
8	1.2*	-9.8*!	-3.7*	-33*!
9	44	81	106	85
10	57	77	13	65
11	92	91	84	90
12	28	71	25	57

(further entries)
no.	canonical_smiles	UACC-257	SK-MEL-5	HS 578T	LOX IMVI
13	Cc1cc(C)c(/C=C2\C(=O)Nc3ccc(NC(=O)CCCCC(=O)NO)cc32)[nH]1	64	65	35	78
14	CCCCCCCCCCCCCCCCCN	99	103	103	102
15	CC(C)(C)n1cc(-c2ccnc(NCCNS(=O)(=O)c3ccccc3)c2)c(-c2ccccc2)n1	95	68	99	87
16	O=[N+]([O-])c1ccc(/C=N/c2nnc(-c3ccc(Cl)cc3)o2)cc1	91	98	109	97
17	CC(C)C[C@H](NC(=O)CNC(=O)[C@H](C)NC(=O)[C@H](CCCNC(=N)N)NC(=O)[C@H](CO)NC(=O)[C@H](CO)NC(=O)[C@H](CCCNC(=N)N)NC(=O)[C@@H](N)CO)C(=O)N[C@H](CCC(N)=O)C(=O)N[C@@H](Cc1ccccc1)C(=O)N1CCC[C@H]1C(=O)N[C@H](C(=O)NCC(=O)N[C@@H](CCCNC(=N)N)C(=O)N[C@H](C(=O)N[C@H](Cc1cnc[nH]1)C(=O)N[C@@H](CCCNC(=N)N)C(=O)N[C@@H](Cc1cnc[nH]1)C(=O)N[C@H](CC(C)C)C(=O)N[C@@H](CCCNC(=N)N)C(=O)N[C@@H](CCCCN)C(=O)O)C(C)C)C(C)C	100	101	112	104
18	O=S(=O)(C/C(=N/O)c1cccs1)c1ccccc1	99	102	111	106
19	Cn1c(N2CCOCC2)nc2c(NCc3cccnc3)cccc2c1=O	92	92	108	100
20	C=CC[N+](C)(C)CC=C	104	98	114	97
21	CC1(C)CC2(OC2c2ccccc2[N+](=O)[O-])C(=O)c2ccccc21 (stereo not given)	89	93	96	96
22	CC(C)C1C2=C(NCCN1C(=O)c1cccnc1)C(C)(C)N(Cc1ccccc1)C2=O (stereo not given)	82	100	116	96
23	CCCCCCn1c(-c2ccc(-c3nc(-c4ccc(OC)cc4)no3)cc2)nc(-c2ccccc2)c1-c1ccccc1	111	nt	96	99
24	COc1ccc(C(C)=O)cc1S(=O)(=O)Nc1c(N)nc(N)[nH]c1=O	94	108	94	100

no.	T-47D	SK-MEL-28	MALME-3M	SK-MEL-2
13	30	55	30	48
14	101	101	98	110
15	44	100	110	106
16	94	104	109	95
17	103	109	125	106
18	102	102	106	nt
19	76	120	97	91
20	109	104	118	108
21	92	112	93	83
22	98	113	95	105
23	101	110	107	102
24	104	108	99	88

3 compounds drawn at random from those above:
no.	canonical_smiles	UACC-257	SK-MEL-5	HS 578T	LOX IMVI
23	CCCCCCn1c(-c2ccc(-c3nc(-c4ccc(OC)cc4)no3)cc2)nc(-c2ccccc2)c1-c1ccccc1	111	nt	96	99
20	C=CC[N+](C)(C)CC=C	104	98	114	97
18	O=S(=O)(C/C(=N/O)c1cccs1)c1ccccc1	99	102	111	106

no.	T-47D	SK-MEL-28	MALME-3M	SK-MEL-2
23	101	110	107	102
20	109	104	118	108
18	102	102	106	nt

Further structures follow:
no.	canonical_smiles	UACC-257	SK-MEL-5	HS 578T	LOX IMVI
25	CC(C)c1ccc(C2=C/C(=C\c3ccc(Cl)cc3)C(=O)N2CCc2ccc(S(N)(=O)=O)cc2)cc1	94	99	90	94
26	c1ccc(-c2nn(-c3ccccc3)c3c2-c2ccccc2CO3)cc1	106	99	107	97
27	CC1CCc2c(C(=O)Nc3ncc(Cc4cccc([N+](=O)[O-])c4)s3)csc2C1 (stereo not given)	52	21	19	20
28	COc1ccc(N=[N+]([O-])c2ccc(OC)cc2)cc1	92	95	109	98
29	O=C1Nc2ccccc2/C1=C\c1c(-c2ccc(F)cc2)nc2ccccn12	102	58	91	68
30	COc1cccc(O)c1/C=C(/C)c1ccc2c(OC)cccc2[o+]1	118	105	110	84
31	COc1ccc(/C=C(/C(=O)NS(=O)(=O)c2ccc(Cl)cc2Cl)c2cc(OC)c(OC)c(OC)c2)cc1	108	106	97	98
32	COc1ccc(OC)c(/C=C/C(=O)N/N=C/c2ccccc2)c1	51	31	66	42
33	C=CC[Si](CC=C)(OCC)OCC	87	106	108	104
34	COc1ccc(-n2cc(-c3cc(OC)c(OC)c(OC)c3)n(C(C)=O)c2=O)cc1	90	6.5*	92	94
35	O=C(CSc1nc2ccccc2c(=O)n1-c1ccccc1)N/N=C/c1ccc(Oc2ccc(Br)cc2)cc1	94	59	61	21
36	O=C(O)c1c(=O)cccc2ssc12	54	nt	22	1.0*

no.	T-47D	SK-MEL-28	MALME-3M	SK-MEL-2
25	84	105	95	111
26	94	104	nt	106
27	28	61	51	53
28	76	119	109	95
29	61	87	74	75
30	106	101	97	107
31	110	111	nt	101
32	40	66	59	-1.3*
33	111	105	106	116
34	77	115	79	93
35	82	71	55	93
36	-43*	11	-58*	12

Continued:
no.	canonical_smiles	UACC-257	SK-MEL-5	HS 578T	LOX IMVI
37	C=C1C(=O)O[C@H]2[C@H]1CC/C(COC(=O)NCc1ccc(Cn3c(=O)sn(-c4ccccc4)c3=O)cc1)=C\CC[C@@]1(C)O[C@@H]21	68	95	87	6.4*
38	N#CN(Cc1ccccc1)Cc1ccccc1	108	97	119	91
39	O=C(CN1CCN(c2cc3c(cc2F)c(=O)c(C(=O)O)cn3C2CC2)CC1)N/N=C/c1cccnc1	96	98	107	87
40	O/N=C(/CN1CCN(c2ccccc2)CC1)c1ccc(Cl)cc1	105	103	109	103
41	O=C1CSC(c2ccccc2Cl)N1Cc1ccc2c(c1)OCO2 (stereo not given)	105	127	124	106
42	O=C(CSc1nc2ccccc2[nH]1)c1ccc(-n2nnc3ccccc32)cc1	89&100	101&103	90&100	105&111
43	CC(=O)O[C@H]1CC[C@]2(C)[C@H]3CC(=O)[C@H]4[C@@H]5CC(C)(C)CC[C@]5(C(=O)OC(=O)[C@]56CCC(C)(C)C[C@H]5[C@@H]5C(=O)C[C@@H]7[C@@]8(C)CC[C@H](OC(C)=O)C(C)(C)[C@@H]8CC[C@@]7(C)[C@]5(C)CC6)CC[C@@]4(C)[C@]3(C)CC[C@H]2C1(C)C	113	99	104	97
44	c1ccc(N=C2c3ccccc3-c3ccccc32)cc1	96	102	121	98
45	CCCCC/C=C/C/C=C/CCCCCCCCNC(=O)Nc1ccc(OCC)cc1	110	99	107	99
46	CCN1CCCC1CNC1CCN(c2cc(C)nc(N3CCCC3)n2)CC1 (stereo not given)	120	103	104	99
47	O=C(Oc1ccccc1)c1cc(O)c(O)c(O)c1	112	58	40	59
48	CC(=O)Nc1ccc(C(Cl)=C(Cl)Cl)cc1	90	100	92	79

no.	T-47D	SK-MEL-28	MALME-3M	SK-MEL-2
37	58	47	-9.2*	50
38	89	113	115	104
39	93	109	102	103
40	100	114	105	113
41	85	107	102	114
42	100&98	112&119	96&106	110&99
43	86	102	96	108
44	92	93	98	101
45	nt	119	99	121
46	109	117	133	98
47	60	90	88	125
48	90	92	100	nt

Continuation:
no.	canonical_smiles	UACC-257	SK-MEL-5	HS 578T	LOX IMVI
49	CCOC(=O)CC1=CCc2c1ccc(OC)c2OC	95	103	124	100
50	CCOC(=O)C1=C(C)N(CC(OC)OC)C2(O)C(Cl)=C(Cl)C(O)=C(C#N)C12C#N (stereo not given)	97	103	110	94
51	CCOC(=O)c1ccc(N/C=C/C(=O)c2ccc(OC)cc2)cc1	102	86	107	96
52	CC(C)(C)n1cc(-c2ccnc(NCCCNS(=O)(=O)c3ccc(Cl)cc3)c2)c(-c2cccc(F)c2)n1	93	71	88	nt
53	N#Cc1c(-c2c(Cl)cccc2Cl)[nH]c(=S)[nH]c1=O	109	111	98	100
54	CCC/C(=C\c1ccc(O)c(O)c1)C(=O)NC(Cc1ccccc1)C(=O)C(=O)NCCc1ccc(OC)cc1 (stereo not given)	95	95	76	58
55	CCOC(=O)c1ccc(NC(=O)CSc2nc3ccccc3c(=O)n2CCc2ccccc2)cc1	71	80	67	79
56	Cc1ccc(NC(=O)c2cccc([N+](=O)[O-])c2)cc1	105	98	93	95
57	CN(C)C(=O)c1cc(CCCOc2ccc(-c3noc(C(F)(F)F)n3)cc2N)on1	86	81	100	99
58	COc1cc(-c2cncn2-c2ccc(-c3nc4ccc(F)cc4s3)cc2)ccc1F	80	69	97	87
59	COc1ccc2c(c1)oc1c(C)c3c(c(C)c12)C(=O)N(CCN1CCOCC1)C3=O	94	98	102	96
60	c1ccc(N2CCN(c3ccccc3)C2=C2N(c3ccccc3)CCN2c2ccccc2)cc1	113	98	98	96

no.	T-47D	SK-MEL-28	MALME-3M	SK-MEL-2
49	96	123	nt	108
50	99	111	91	101
51	78	95	102	nt
52	46	89	74	88
53	96	115	nt	98
54	77	85	98	99
55	84	86	nt	84
56	79	102	111	106
57	68	95	95	98
58	76	96	99	38
59	106	103	100	124
60	91	118	114	103

Additional structures.
no.	canonical_smiles	UACC-257	SK-MEL-5	HS 578T	LOX IMVI
61	O=C(NCCc1ccccc1)C(Cl)Cl	157	100	108	103
62	Brc1ccc2[nH]cc(-c3nc(-c4cccnc4)cs3)c2c1	nt	84	92	73
63	COc1ccc(/C(C#N)=C/c2ccccc2OC)cc1	48	9.1*	48	37
64	CC(C)OC(=O)Nc1cc(F)cc(C(F)(F)F)c1F	94	97	100	98
65	CCCCN(CCCC)CCOc1c[nH]c(=O)[nH]c1=O	103	104	110	97
66	COc1nccnc1NS(=O)(=O)c1ccc(NC2=C(Cl)C(=O)c3nc(C)ccc3C2=O)cc1	101	100	93	72
67	COc1ccc(NC(=O)Cn2c3c(sc2=O)[C@H]2[C@@H](O)[C@@H](O)[C@H](O)[C@@H]2CS3)cc1	102	106	107	nt
68	Clc1ccc(C(c2c[nH]c3ccccc23)N2CCCC2)c(Cl)c1 (stereo not given)	95	84	83	72
69	O=C(COc1ccccc1C(F)(F)F)Nc1cc(O)c2c(=O)cc(-c3ccccc3)oc2c1	93	nt	95	91

no.	T-47D	SK-MEL-28	MALME-3M	SK-MEL-2
61	114	118	138	135
62	59	101	97	88
63	26	52	20	16
64	100	100	98	103
65	95	106	101	105
66	101	121	100	113
67	100	103	102	101
68	71	108	80	nt
69	95	104	97	102
